Source: PubChem (National Center for Advancing Translational Sciences (NCATS))
TDP1 inh: qHTS Assay for Inhibitors of Tyrosyl-DNA Phosphodiesterase (TDP1). Tyrosyl-DNA phosphodiesterase 1 (Homo sapiens), Q9NUW8. recombinant TDP1, AlphaScreen DNA substrate cleavage. Potency, µM (doses to about 130 µM), for inactives: at the highest dose activity change, negative = inhibition, usual class: inhibitors. 350,000 tested, 0.28% active; note: nearly all actives have a fitted effect of over 40% in size
Target sequence (Q9NUW8 whole entry, looked up): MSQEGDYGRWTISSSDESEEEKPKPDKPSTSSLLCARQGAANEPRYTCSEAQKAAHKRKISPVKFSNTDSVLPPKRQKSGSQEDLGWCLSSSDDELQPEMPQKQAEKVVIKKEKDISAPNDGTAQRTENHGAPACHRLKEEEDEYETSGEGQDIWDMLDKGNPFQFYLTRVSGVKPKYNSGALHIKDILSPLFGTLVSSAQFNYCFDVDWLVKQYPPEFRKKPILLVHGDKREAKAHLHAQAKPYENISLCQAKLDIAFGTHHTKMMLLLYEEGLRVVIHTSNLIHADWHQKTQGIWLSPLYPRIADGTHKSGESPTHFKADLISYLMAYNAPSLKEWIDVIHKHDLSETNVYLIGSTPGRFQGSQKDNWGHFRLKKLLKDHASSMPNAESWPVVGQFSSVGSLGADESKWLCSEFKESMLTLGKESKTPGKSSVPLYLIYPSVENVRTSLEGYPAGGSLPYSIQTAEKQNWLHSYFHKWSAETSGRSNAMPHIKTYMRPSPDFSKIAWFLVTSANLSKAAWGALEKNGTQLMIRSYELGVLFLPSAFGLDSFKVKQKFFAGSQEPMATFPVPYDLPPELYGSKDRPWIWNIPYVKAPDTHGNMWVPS
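Steps: enzyme plus compound, 15 min RT; add biotin/phosphotyrosine-FITC oligonucleotide (15 nM final), react 5 min; add donor/acceptor beads (10 ug/ml final), 10 min; read AlphaScreen. Tdp1 at 1 nM final.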
N370S GC mod: qHTS Assay for Inhibitors and Activators of N370S glucocerebrosidase as a Potential Chaperone Treatment of Gaucher Disease; Lysosomal acid glucosylceramidase (Homo sapiens), P04062; N370S GC spleen homogenate, 4MU-glucoside fluorescence; 330,000 tested, 0.092% active; Potency, µM (top dose mostly 59.4 µM), inactives show at the highest dose activity change, negative = inhibition, actives largely listed as inhibitors;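 note: 0% = full enzyme activity and -100% = no enzyme basal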
FEN1 inhibitor: qHTS Assay for the Inhibitors of Human Flap endonuclease 1 (FEN1); Recombinant FEN1 flap cleavage, fluorescence, 15 min; Potency, µM (top dose mostly 114 µM), for the others: at the top dose activity change, negative = inhibition, most hits filed as inhibitors; 390,000 tested, 0.35% active; note: nearly all actives have a fitted effect of over 65% in size
Target sequence (P39748 whole entry, looked up): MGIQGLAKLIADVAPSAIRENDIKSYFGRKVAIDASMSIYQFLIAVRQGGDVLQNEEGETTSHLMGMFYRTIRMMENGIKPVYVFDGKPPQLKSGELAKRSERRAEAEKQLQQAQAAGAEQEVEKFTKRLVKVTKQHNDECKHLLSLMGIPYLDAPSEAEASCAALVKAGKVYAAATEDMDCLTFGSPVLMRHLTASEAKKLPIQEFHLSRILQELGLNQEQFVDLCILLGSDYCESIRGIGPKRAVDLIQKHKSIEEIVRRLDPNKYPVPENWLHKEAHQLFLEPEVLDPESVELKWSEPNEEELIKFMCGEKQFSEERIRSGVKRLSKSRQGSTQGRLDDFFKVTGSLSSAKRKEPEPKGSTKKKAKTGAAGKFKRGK
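With each library titrated from low to high concentration, compounds met 10 nM FEN1 for 15 min at room temperature before 50 nM substrate was added; readings at 0 and 15 min fed four-parameter Hill curve fits.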
* marks the source's active call; other numbers are inactive results; ? = inconclusive; · = not tested or not shown; & = joins results of further samples; [ ] = remark or other dose. Calls come from the whole dose curve; as a rule, active = well fitted curve in the direction sought with a large enough effect; inconclusive = small, poorly fitted or top-dose-only effect, or another doubt; inactive = no such curve, though single readings can be large; an effect the other way counts as inactive or inconclusive. Unless noted, % is set by controls: 0 for no effect and ±100 for the full control effect; potency is the fitted concentration of half-maximal effect.

1) COc1ccc(/C=C(/NC(=O)c2ccccc2)c2nc3ccccc3[nH]2)cc1OC
2) O=C(CSc1nnc(COc2ccccc2F)n1-c1ccccc1)NCc1ccco1
3) O=C(c1cc(N2C(=O)C3C4CCC(C4)C3C2=O)ccc1Cl)N1CCN(c2ccccc2)CC1 (stereo not drawn)
4) COc1ccc(C)cc1NC(=O)CCCN1C(=O)CN(C)C1=O
5) Cc1ccc(NC(=O)c2cc(NC(=O)CCCC(=O)O)ccc2Cl)cc1Cl
6) Cc1[nH]nc2c1C(c1ccccn1)N(c1ccc(Br)cc1)C2=O (stereo not drawn)
7) COc1ccc(CCNC(=O)C2CCCN(C(=O)N(C)C)C2)c(OC)c1 (stereo not drawn)
8) O=C(Nc1ccc(Nc2ccccc2)cc1)C1CC1
assay / compound	1	2	3	4	5	6	7	8
TDP1 inh	2%	11%	-5%	2%	1%	4%	-1%	5%
N370S GC mod	-15%	-8%	3%	·	·	2%	-8%	1%
FEN1 inhibitor	-3%	-8%	2%	1%	3%	-3%	-3%	0%

9) CCOC(=O)C1CCCN(C(=O)C2CCN(S(=O)(=O)c3cccs3)CC2)C1 (stereo not drawn)
10) COc1ccc2nc3oc(C(=O)N4CCN(c5ccccc5F)CC4)cc3cc2c1
11) CCOC(=O)Cc1csc(SCC(=O)N2CCN(c3ccccc3)CC2)n1
12) CCOC(=O)Cn1cnc2c(nnn2Cc2ccc(Cl)cc2)c1=O
13) Cc1cc(C)c2c(c1)-c1c(ssc1=S)C(C)(C)N2C(=O)CSc1nncn1C
14) C#CCOCCOCCOCCNc1nc(N2CCN(C(=O)Cn3cc(CCCCN)nn3)CC2)nc(N2CCN(C(=O)[C@H](CCCCN)n3cc(CCCC)nn3)CC2)n1
15) CC(C)C(NC(=O)c1ccc(Cl)cc1Cl)C(=O)N1CCC1 (stereo not drawn)
16) CCN=C1SC(C(=O)Nc2cccc(Cl)c2)CC(=O)N1CC (stereo not drawn)
assay / compound	9	10	11	12	13	14	15	16
TDP1 inh	2%	2%	0%	1%	9%	1%	2%	5%
N370S GC mod	-2%	1%	·	-17%	25%[2.35 µM]	-5%	·	3%
FEN1 inhibitor	1%	-2%	2%	-9%	9%	-1%	-1%	-5%

As entered above.
`COc1ccc(/C=C(/NC(=O)c2ccccc2)c2nc3ccccc3[nH]2)cc1OC` in N370S GC mod has -15%
`COc1ccc2nc3oc(C(=O)N4CCN(c5ccccc5F)CC4)cc3cc2c1` in FEN1 inhibitor has -2%
`COc1ccc(CCNC(=O)C2CCCN(C(=O)N(C)C)C2)c(OC)c1` (stereo not drawn) in N370S GC mod has -8%

The list goes on.
17) CN(C)C1=NC[C@H](Cc2ccccc2)N1CC1CCCC1
18) CCOc1ccc(C(=O)NCC(=O)OCc2c(C)noc2C)cc1
19) Cc1ccc(S(=O)(=O)N2CCN(c3nc(-c4ccc(C)s4)nc4ccccc34)CC2)cc1
20) O=C(Oc1ccccc1/C=C\C(=O)c1cc2ccccc2o1)c1cccc(F)c1
21) CC(C)C(c1nnnn1Cc1ccccc1)N(Cc1ccco1)Cc1cccs1 (stereo not drawn)
22) COC(=O)c1c(NC(=O)C2CC=CCC2C(=O)O)sc(C)c1C (stereo not drawn)
23) CC(C)CCOCC(O)CCC(=O)NNC(=S)Nc1ccccc1 (stereo not drawn)
24) Cc1cc(C)c2c(CC(=O)Nc3c(C(=O)Nc4ccc(Cl)cc4)oc4ccccc34)coc2c1
assay / compound	17	18	19	20	21	22	23	24
TDP1 inh	-6%	0%	1%	0%	6%	7%	4%	4%
N370S GC mod	-14%	3%	·	7%	12%	-8%	10%	·
FEN1 inhibitor	-8%	2%	5%	-8%	-6%	-8%	1%	-3%

Six structures out of the list, arranged by count of non-hydrogen atoms, lowest first:
16) CCN=C1SC(C(=O)Nc2cccc(Cl)c2)CC(=O)N1CC (stereo not drawn)
22) COC(=O)c1c(NC(=O)C2CC=CCC2C(=O)O)sc(C)c1C (stereo not drawn)
23) CC(C)CCOCC(O)CCC(=O)NNC(=S)Nc1ccccc1 (stereo not drawn)
20) O=C(Oc1ccccc1/C=C\C(=O)c1cc2ccccc2o1)c1cccc(F)c1
19) Cc1ccc(S(=O)(=O)N2CCN(c3nc(-c4ccc(C)s4)nc4ccccc34)CC2)cc1
24) Cc1cc(C)c2c(CC(=O)Nc3c(C(=O)Nc4ccc(Cl)cc4)oc4ccccc34)coc2c1
assay / compound	16	22	23	20	19	24
TDP1 inh	5%	7%	4%	0%	1%	4%
N370S GC mod	3%	-8%	10%	7%	·	·
FEN1 inhibitor	-5%	-8%	1%	-8%	5%	-3%

Further compounds:
25) CCOC(=O)Cc1csc(NC(=O)c2cnc3sc(C)cn3c2=O)n1
26) O=C(NCC1CCCO1)C(Cc1ccccc1)N1C(=O)C2C3C=CC(C4CC34)C2C1=O (stereo not drawn)
27) CCN(CC)C(=O)C12C(=O)Oc3ccccc3C1C2(C)C(=O)c1ccc(F)cc1 (stereo not drawn)
28) O=C(NC1CCCCC1)c1cccc2c1C(=O)c1ccc(N3CCC(Cc4ccccc4)CC3)cc1S2(=O)=O
29) Cc1ccc(/C(N)=N/OC(=O)Cc2cccs2)cc1
30) O=C(CCc1ccccc1)N/N=C/c1cccc([N+](=O)[O-])c1
31) Cc1oc(-c2ccc(Cl)cc2)nc1CN1CCC(C(=O)NCCCN2CCCC2=O)CC1
32) S=C1NCCc2ccc(Cl)cc2C1c1ccccc1 (stereo not drawn)
assay / compound	25	26	27	28	29	30	31	32
TDP1 inh	1%	-5%	7%	0%	-12%	0%	0%	5%
N370S GC mod	-26%	-10%	-7%	·	-3%	6%	1%	6%
FEN1 inhibitor	-12%	-2%	1%	11%	17%	9%	17%	-26%

33) CCOC(=O)N1CCN(C(=O)c2cnn(-c3cccc(C)c3)c2-n2cccc2)CC1
34) Cc1csc2nc3cc(C(N)=O)ccc3c(=O)n12
35) Cc1nnc(NC(=O)CSc2nccn2Cc2ccccc2)s1
36) COc1ccccc1-c1cc(C(F)(F)F)nc(S(=O)(=O)CCCC(=O)Nc2ccc(F)c(Cl)c2)n1
37) NNC(=O)c1cccc(O)c1
38) COc1cc([N+](=O)[O-])cc(/C=N/NC(=O)Cn2cncn2)c1O
39) COc1ccc(C2=C(N3CCN(c4cccc(C)c4C)CC3)c3ccccc3C2=O)cc1
40) COC(=O)c1ccc(NC(=O)[C@H](C)NC(N)=O)cc1
assay / compound	33	34	35	36	37	38	39	40
TDP1 inh	5%	2%	4%&5%	3%	0%	6%	12%	-1%
N370S GC mod	·	?	-4%	·	-1%	-11%	·	10%
FEN1 inhibitor	1%	-4%	2%&-5%	-1%	2%	-3%	10%	18%

41) CCOC(=O)CSc1nnc(C2CCCCC2)n1C
42) CNC1C(OC2C(O[C@@H]3C(O)C(O)[C@@H](N=C(N)N)C(O)C3N=C(N)N)OC(C)[C@@]2(O)CO)OC(CO)C(O)C1O (stereo partly drawn)
43) O=C(Nc1ccccn1)c1c(O)c2cccc3c2n(c1=O)CCC3
44) COc1ccc(N)cc1C#N
45) CCCC[C@H](NC(C)=O)C(=O)N[C@H]1CC(=O)NCCCC[C@@H](C(N)=O)NC(=O)[C@H](Cc2c[nH]c3ccccc23)NC(=O)[C@H](CCCN=C(N)N)NC(=O)[C@@H](Cc2ccccc2)NC(=O)[C@H](Cc2cnc[nH]2)NC1=O
46) N#Cc1c(-c2ccccc2)nc(-c2ccccc2)[nH]c1=O
47) O=C(NCC(c1cccnc1)N1CCN(c2ccccc2F)CC1)C(=O)Nc1ccc(F)cc1F (stereo not drawn)
48) Cc1ccc(CCNC(=O)CSCc2nc(-c3ccc(C)cc3)oc2C)cc1
assay / compound	41	42	43	44	45	46	47	48
TDP1 inh	-1%	7%	5%	-1%	10%	2%	6%	5%
N370S GC mod	-13%	-4%	9%[2.35 µM]	8%	-1%	4%	·	·
FEN1 inhibitor	-7%	·	-14%	-10%	·	-2%	-9%	-6%

Rewritten in markdown: 2 of the compounds above.
| no. | structure | TDP1 inh | N370S GC mod | FEN1 inhibitor |
| --- | --- | --- | --- | --- |
| 47 | O=C(NCC(c1cccnc1)N1CCN(c2ccccc2F)CC1)C(=O)Nc1ccc(F)cc1F (stereo not drawn) | 6% | · | -9% |
| 48 | Cc1ccc(CCNC(=O)CSCc2nc(-c3ccc(C)cc3)oc2C)cc1 | 5% | · | -6% |

Continuation:
49) COc1ccccc1N1CCN(S(=O)(=O)c2c(C)sc3ncn(CC(=O)Nc4cccc(Cl)c4)c(=O)c23)CC1
50) CCc1ccc(OCC2c3cc(OC)c(OC)cc3CCN2C(=S)NCCOC)cc1 (stereo not drawn)
51) Cc1ccc(C)c(NC(=O)CCC(=O)N/N=C2/CC(=O)CC(C)(C)C2)c1
52) CN1CCN(NC(=O)/C=C/c2cccc(Cl)c2)CC1
53) c1nc(C2CCCCC2)cc2cc3c(cc12)OCO3
54) CN(C)S(=O)(=O)NC(=O)C1=C(N2CCCC2)COC1=O
55) CCOC(=O)c1ccc(-c2c(-c3ccc4c(c3)OCO4)noc2-c2ccsc2)cc1F
56) CC(C)(C)n1nnnc1C(c1ccc(F)cc1)N(Cc1ccc(F)cc1)Cc1ccco1 (stereo not drawn)
assay / compound	49	50	51	52	53	54	55	56
TDP1 inh	3%	5%	7%	2%	-1%	3%	·	0%
N370S GC mod	·	5%	-11%	-17%	·	·	-1%	7%
FEN1 inhibitor	0%	-19%	-15%	-13%	8%	0%	-12%&16%	-21%

57) Cn1c(CCC(=O)Nc2ccc(F)cc2)nc2cc(S(=O)(=O)N3CCOCC3)ccc21
58) CCCCOc1ccc(CN(C)c2ncnc(N)n2)cc1
59) COc1ccc(C(=O)NCC(c2ccco2)N2CCc3ccccc32)cc1 (stereo not drawn)
60) COc1cccc2cc(C(=O)NC(C)C3CCCO3)c(=O)oc12 (stereo not drawn)
61) O=C1CCCN1CCCNC(=S)Nc1cccc2ccccc12
62) CCOCCc1nn2c(=O)cc(CSCC(=O)Nc3ccc(OC)cc3)nc2s1
63) COC(=O)Cc1c(O)ccn(CCc2ccccc2)c1=O
64) Cc1cc(C)n(S(=O)(=O)c2ccc(C(C)(C)C)cc2)n1
assay / compound	57	58	59	60	61	62	63	64
TDP1 inh	5%[0.505 µM]	2%	·	0%	-1%	6%	5%	2%
N370S GC mod	-6%	-6%	2%	-8%	3%	-4%	5%	-10%
FEN1 inhibitor	0%	-18%	-18%	-4%	11%	11%	2%	-4%

65) CCN(CC)c1cc(C)nc2nc(-c3ccc(C)cc3)nn12
66) Cc1cc([N+](=O)[O-])ccc1NC(=S)NC(=O)Cc1ccccc1
67) CC(NC(=O)CCSc1nc(-c2ccc3c(c2)OCO3)cc(C(F)(F)F)n1)c1ccccc1 (stereo not drawn)
68) Cc1nn2c(NCCN(C)C)c3c(nc2c1-c1ccccc1)CCCC3
69) COc1ccc(C(=O)COc2ccccc2N2C(=O)C3C4C=CC(C4)C3C2=O)cc1 (stereo not drawn)
70) O=C(c1ccc2c3c(cccc13)CC2)C1CCCN(Cc2ccncc2)C1 (stereo not drawn)
71) CCc1ccc(C(=O)N2CCC(c3nc(-c4ccc(S(=O)(=O)N5CCCC5)cc4)no3)CC2)cc1
72) CCCc1nnc(NC(=O)CC(=O)OCC)s1
assay / compound	65	66	67	68	69	70	71	72
TDP1 inh	7%	8%	-1%	4%	2%	1%	0%	1%
N370S GC mod	·	-13%	-13%	-9%	-13%	4%	·	-7%
FEN1 inhibitor	-18%	-4%	-19%	5%	0%	-23%	10%	-9%

73) S=c1[nH]nc(Cc2ccccc2)n1-c1ccc(Cl)cc1
74) CCOC(=O)C1(Cc2ccccc2Cl)CCN(C(=O)CN2CCOC2=O)CC1
75) CCC(/C=C/C(C)C1CCC2C3CCC4=CC(=O)CC[C@@]4(C)C3CC[C@@]12C)C(C)C (stereo partly drawn)
76) CCOC(=O)C1=C(C)Nc2ncnn2C1c1ccccc1F (stereo not drawn)
assay / compound	73	74	75	76
TDP1 inh	0%	0%	-7%[56.1 µM]	0%
N370S GC mod	0%	11%	0%	4%
FEN1 inhibitor	-4%	0%	·	-7%
